C diff HTS: inhibitors of Clostridium difficile growth. Clostridium difficile clinical isolate growth, OD600, 24 h; active compounds read low. AID 1259249. growth activity, negative = inhibition, % at 16 µg/mL (by protocol). 0.25% of 86,000 active;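 active = mean growth activity at or below -80% and every replicate also at or below -80%; inconclusive = mean at or below -80% but some replicate above -80%; inactive = mean growth activity above -80%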;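 also: 0% = DMSO wells and -100% = levofloxacin 16 µg/mL wells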
Tcruzi prolif: T. cruzi proliferation inhibition. 5.9% of 77,000 active. AID 624255. T. cruzi beta-gal in NIH3T3, GalScreen luminescence, 90 h. inhibition, % at 8.34 µM;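 active = mean inhibition above about 93%, with at least 55% of replicates each passing it, limit read from the data, passing the limit was not always enough; inconclusive = only one of those two conditions holds; inactive = neither condition holds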
Pf Dd2 growth: inhibitors of Plasmodium falciparum Dd2 growth; P. falciparum Dd2 growth, SYBR Green, 72 h; active compounds read low; activity change, % at 10 µM; 2.3% of 94,000 active; in the data active = activity change below about -80%; inconclusive = no clear call, values can overlap the other calls
KDM4C inh: inhibitors of human demethylase GASC-1 KDM4C; GST-KDM4C 2-372, H3K9me3 peptide, LANCE TR-FRET; Q9H3R0; AID 720574; inhibition, % at 12.5 µM; 0.15% of 96,000 active;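 active = mean replicate inhibition above about 25%, with at least 55% of replicates also reaching it, limit read from the data, passing the limit was not always enough; inconclusive = only one of those two conditions met; inactive = neither condition met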
Target sequence (Q9H3R0 2-372 limits assumed): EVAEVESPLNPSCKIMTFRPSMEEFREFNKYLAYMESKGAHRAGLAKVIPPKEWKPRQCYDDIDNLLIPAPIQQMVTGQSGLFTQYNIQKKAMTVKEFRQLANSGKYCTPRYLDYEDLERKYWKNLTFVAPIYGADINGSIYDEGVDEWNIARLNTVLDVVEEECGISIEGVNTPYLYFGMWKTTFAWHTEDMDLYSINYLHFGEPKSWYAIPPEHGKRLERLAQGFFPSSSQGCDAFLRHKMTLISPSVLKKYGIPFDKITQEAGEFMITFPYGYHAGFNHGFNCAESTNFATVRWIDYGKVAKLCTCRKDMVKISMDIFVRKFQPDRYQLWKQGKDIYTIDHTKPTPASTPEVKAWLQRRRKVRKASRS
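material = GST-tagged GASC-1 (JMJD2C) catalytic fragment, aa 2-372 | amount = enzyme final amount 10 nM | medium = HEPES buffer, pH 7.5, plus ascorbate | also added = H3K9me3 peptide substrate, Fe(II), 2-oxoglutarate | dosing = single dose | times = 30 min demethylation and 1 h detection at room temperature | detection = LANCE TR-FRET | read-out basis = Fall in 671/618 emission ratio as inhibition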
* hit, by the source's call; ? = inconclusive; . = no result given; & = joins results of further samples.

SMILES	C diff HTS	Tcruzi prolif	Pf Dd2 growth	KDM4C inh
C/C=C/c1ccc2c(c1)O[C@H](CN(C)C(=O)COC)[C@H](C)CN([C@H](C)CO)S2(=O)=O	-2	.	29	-0.4
COCC#Cc1cnc2c(c1)C(=O)N([C@@H](C)CO)C[C@H](C)[C@H](CN(C)C(=O)c1cnccn1)O2	-6	34	12	0.1
CO[C@@H]1CN(C)C(=O)c2ccc(NC(=O)Nc3ccccc3)cc2OC[C@@H](C)N(CC2CC2)C[C@@H]1C	-12	-93	-37	-0.6
CCC(=O)N[C@@H]1C=C[C@@H](CC(=O)NCc2ccccc2F)O[C@@H]1CO	.	34	4	-1.1
COc1ccc2c3c(n(C)c2c1)[C@@H](CO)N(C(C)=O)CC31CCN(Cc2ccccc2OC)CC1	0	.	-11	-0.1
C[C@H](NC(=O)C[C@@H]1CC[C@H](NC(=O)Cc2ccccn2)[C@@H](CO)O1)c1ccccc1	.	8	5	1.1
O=C(c1ccc2c(c1)OCO2)N1CCCCN2[C@H](C1)[C@@H](c1ccc(-c3ccccc3)cc1)[C@@H]2CO	43	88	3	-0.5
COc1ccc(NC(=O)Nc2ccc3c(c2)C(=O)N([C@@H](C)CO)C[C@@H](C)[C@H](CN(C)S(C)(=O)=O)O3)cc1	-4	-155	-3	-1.1
O=C(Nc1ccc2c(c1)OCO2)N[C@@H]1CC[C@@H](CCNC(=O)C2CCC2)O[C@H]1CO	7	.	-4	-0.2
CCCC#Cc1ccc2c(c1)O[C@H](CN(C)C(=O)c1ccccc1)[C@H](C)CN([C@H](C)CO)S2(=O)=O	4	98*	-66	0.5
COc1ccc(NC(=O)N(C)C[C@H]2OCCCC[C@H](C)Oc3ccc(NC(=O)c4ccccc4)cc3C(=O)N([C@H](C)CO)C[C@H]2C)cc1	-2	.	-95*	-2.2
N#Cc1cccc(-c2ccc3c(c2)[C@H]2[C@H](CCN2S(=O)(=O)c2ccccc2)[C@@H](CO)N3)c1	2	91	2	-0.2
C[C@H](CO)N1C[C@H](C)[C@@H](CN(C)Cc2cccnc2)Oc2cc(C#C[C@@H](C)O)ccc2S1(=O)=O	0	39	-9	.
O=C(c1cccnc1)N1CC(=O)N2[C@@H](CO)[C@H](c3ccc(C#CCC4CCCC4)cc3)[C@@H]2C1	-27	.	-2	-2.0
COc1ccc(NC(=O)N(C)C[C@@H]2Oc3cc(-c4ccc(C)cc4)ccc3S(=O)(=O)N([C@H](C)CO)C[C@@H]2C)cc1	-2	123*	-90*	-0.5
CCCN(C)C[C@H]1Oc2cc(C3=CCCCC3)ccc2S(=O)(=O)N([C@@H](C)CO)C[C@H]1C	.	.	-2	-0.2
CCC(=O)N1C[C@@H](C)[C@@H](OC)CN(C)C(=O)c2cc(NC(=O)Nc3ccc(Cl)cc3)ccc2OC[C@@H]1C	.	-13	-18	1.0
C[C@@H]1CN([C@@H](C)CO)C(=O)c2cc(NC(=O)Cn3cnnn3)ccc2O[C@H]1CN(C)S(=O)(=O)c1ccc(Cl)cc1	-8	39	-10	-0.1
CCCNC(=O)C[C@H]1C[C@@H]2c3cc(NC(=O)Nc4ccccc4)ccc3O[C@@H]2[C@H](CO)O1	-2	30	-34	2.2
COc1ccc2c3c(n(C)c2c1)[C@H](CO)N(C(=O)C1CCC1)CC31CN(C)C1	-2	.	-27	-0.9
C[C@@H]1CN([C@@H](C)CO)C(=O)c2cc(C3=CCCCC3)cnc2O[C@@H]1CN(C)C(=O)Cc1ccccc1	12	89	.	2.0
COc1ccc(S(=O)(=O)N(C)C[C@H]2Oc3ccc(NS(=O)(=O)c4ccc(F)cc4)cc3CC(=O)N([C@@H](C)CO)C[C@H]2C)cc1	-3	50	-18	0.9
C[C@@H]1CCCCO[C@@H](CN(C)S(=O)(=O)c2cn(C)cn2)[C@H](C)CN([C@@H](C)CO)C(=O)c2cc(NS(=O)(=O)c3ccc(Cl)cc3)ccc2O1	1	-8	-14	0.2
COc1cccc(S(=O)(=O)N[C@@H]2CC[C@@H](CC(=O)NCc3ccccc3)O[C@@H]2CO)c1	-3	10	-6	1.6
COc1ccc(NC(=O)Nc2ccc3c(c2)C(=O)N([C@H](C)CO)C[C@H](C)[C@@H](CN(C)S(=O)(=O)c2ccc(Cl)cc2)O3)cc1	-6	-74	-1	-0.1
Following part:
SMILES	C diff HTS	Tcruzi prolif	Pf Dd2 growth	KDM4C inh
COCC(=O)N1CC(=O)N2[C@H](CO)[C@H](c3ccc(-c4ccccc4F)cc3)[C@@H]2C1	-12	.	26	0.2
COc1ccc2c3c([nH]c2c1)[C@H](CO)N(C(=O)CN(C)C)CC31CCN(Cc2ccccc2)CC1	3	.	-82*	-0.2
CCCNC(=O)N1C[C@H]2[C@@H](c3ccccc31)[C@H](CO)N2Cc1ccccc1F	9	34	-9	-2.0
N#C[C@H]1[C@@H](c2ccccc2-c2ccccc2F)[C@@H](CO)N1C(=O)C1CCOCC1	-7	.	-95*	1.4
CC(C)NC(=O)N(C)C[C@H]1Oc2ccc(NC(=O)Nc3ccc(C(F)(F)F)cc3)cc2C(=O)N([C@@H](C)CO)C[C@@H]1C	0	-5	19	0.5
C[C@H]1CN([C@@H](C)CO)C(=O)c2cc(NC(=O)Nc3ccccc3)ccc2O[C@H]1CN(C)CC1CCCCC1	-9	.	3	-0.1
COC(=O)C[C@H]1C=C[C@H](NC(=O)Nc2ccc(C(F)(F)F)cc2)[C@@H](CO)O1	.	-17	-2	-0.6
CC(C)NC(=O)N(C)C[C@@H]1Oc2ccc(NC(=O)c3ccncc3)cc2C(=O)N([C@@H](C)CO)C[C@H]1C	2	89	-2	-3.2
COc1ccc(NC(=O)N(C)C[C@@H]2Oc3ccc(NC(=O)NC4CCCCC4)cc3C(=O)N([C@@H](C)CO)C[C@@H]2C)cc1	-5	16	2	0.6
C[C@H](CO)N1C[C@H](C)[C@@H](CN(C)C(=O)NC2CCCCC2)Oc2ccc(NC(=O)C3CCCCC3)cc2CC1=O	-7	10	8	-0.9
CN1C(=O)c2cc(NC(=O)c3cccc(Cl)c3)ccc2OC[C@@H]2O[C@@H](CC(=O)NC3CCCCC3)CC[C@H]21	-4	96*	-7	2.6
O=S(=O)(Cc1ccccc1)NCC[C@H]1CC[C@@H](NS(=O)(=O)c2ccc(F)cc2)[C@@H](CO)O1	-2	-12	-7	-1.1
CCCN1C[C@@H](C)[C@@H](OC)CN(C)C(=O)c2cc(NC(=O)Nc3c(C)noc3C)ccc2OC[C@@H]1C	.	-24	18	0.5
CCCNC(=O)N1CCC2(CC1)CN(S(C)(=O)=O)[C@H](CO)c1c2c2ccc(OC)cc2n1C	3	.	-83*	0.4
O=C(N[C@H]1CC[C@H](CCNS(=O)(=O)c2cccc(Cl)c2)O[C@@H]1CO)c1ccccc1	-6	45	1	1.5
O=C(NCC[C@H]1CC[C@@H](NS(=O)(=O)c2ccccc2)[C@H](CO)O1)c1ccc2c(c1)OCO2	-3	48	5	-0.1
C[C@@H]1CN([C@H](C)CO)C(=O)c2cccc(NC(=O)NC3CCCCC3)c2O[C@@H]1CN(C)S(=O)(=O)c1cccs1	-3	-187	-10	-0.6
O=S(=O)(c1cccc(Cl)c1)N1[C@@H]2CNC[C@H]1C2c1ccc(-c2cccnc2)cc1 (stereo partly specified)	5&6	.	11&-24	0.0&1.8
C[C@@H]1CN([C@@H](C)CO)C(=O)c2cc(C#Cc3ccccn3)cnc2O[C@H]1CN(C)C(=O)CCN1CCCCC1	-3	8	34	0.2
CO[C@H](CN(C)C(=O)C1CC1)[C@H](C)CN(C(=O)Nc1ccc(C(F)(F)F)cc1)[C@H](C)CO	.	111*	17	-2.0
O=C(NCC[C@H]1CC[C@@H](NC(=O)c2cnccn2)[C@H](CO)O1)Nc1ccc(F)cc1	0	-18	-5	-0.1
O=C(c1ccccn1)N1CC(=O)N2[C@H](CO)[C@H](c3ccc(C#CC4CCCC4)cc3)[C@H]2C1	-6	.	-14	-0.9
Cc1noc(C)c1NC(=O)N(C)C[C@@H]1OCCCC[C@@H](C)Oc2ccc(NS(=O)(=O)c3ccc(Cl)cc3)cc2C(=O)N([C@H](C)CO)C[C@H]1C	-4	-39	-43	-0.2
C[C@@H]1CCCCO[C@H](CN(C)C(=O)Nc2cccc3ccccc23)[C@@H](C)CN([C@@H](C)CO)C(=O)c2cc(NC(=O)C3CCCCC3)ccc2O1	1	52	-85*	0.0
CO[C@H]1CN(C)C(=O)c2cc(NS(=O)(=O)c3ccc(C)cc3)ccc2OC[C@@H](C)N(C(=O)NC(C)C)C[C@H]1C	.	-286	-8	0.9

Structures above that have a cyano group (two):
SMILES	C diff HTS	Tcruzi prolif	Pf Dd2 growth	KDM4C inh
N#Cc1cccc(-c2ccc3c(c2)[C@H]2[C@H](CCN2S(=O)(=O)c2ccccc2)[C@@H](CO)N3)c1	2	91	2	-0.2
N#C[C@H]1[C@@H](c2ccccc2-c2ccccc2F)[C@@H](CO)N1C(=O)C1CCOCC1	-7	.	-95*	1.4

Arranged by number of heavy atoms (ascending): 5 of the compounds above.
SMILES	C diff HTS	Tcruzi prolif	Pf Dd2 growth	KDM4C inh
CO[C@H](CN(C)C(=O)C1CC1)[C@H](C)CN(C(=O)Nc1ccc(C(F)(F)F)cc1)[C@H](C)CO	.	111*	17	-2.0
CCCNC(=O)N1CCC2(CC1)CN(S(C)(=O)=O)[C@H](CO)c1c2c2ccc(OC)cc2n1C	3	.	-83*	0.4
CC(C)NC(=O)N(C)C[C@@H]1Oc2ccc(NC(=O)c3ccncc3)cc2C(=O)N([C@@H](C)CO)C[C@H]1C	2	89	-2	-3.2
C[C@@H]1CN([C@@H](C)CO)C(=O)c2cc(C#Cc3ccccn3)cnc2O[C@H]1CN(C)C(=O)CCN1CCCCC1	-3	8	34	0.2
CC(C)NC(=O)N(C)C[C@H]1Oc2ccc(NC(=O)Nc3ccc(C(F)(F)F)cc3)cc2C(=O)N([C@@H](C)CO)C[C@@H]1C	0	-5	19	0.5

The list goes on:
SMILES	C diff HTS	Tcruzi prolif	Pf Dd2 growth	KDM4C inh
COc1ccc(NC(=O)Nc2cccc3c2O[C@H](CN(C)S(=O)(=O)c2cn(C)cn2)[C@H](C)CN([C@H](C)CO)C3=O)cc1	4	35	-8	-1.0
COc1ccc(NC(=O)N(C)C[C@@H]2Oc3c(NC(=O)C4CCOCC4)cccc3C(=O)N([C@@H](C)CO)C[C@@H]2C)cc1	3	57	19	6.9
C[C@@H]1CN([C@@H](C)CO)C(=O)Cc2cc(NS(=O)(=O)c3cccs3)ccc2O[C@H]1CN(C)C(=O)Nc1ccccc1	0	-29	0	-2.3
CO[C@H]1CN(C)C(=O)c2ccc(NC(=O)Nc3c(C)noc3C)cc2OC[C@H](C)NC[C@@H]1C	1	.	4	0.1
C[C@@H]1CN([C@H](C)CO)S(=O)(=O)c2ccc(-c3cccc(C#N)c3)cc2O[C@H]1CN(C)C(=O)c1cccnc1	9	48	-11	0.5
C[C@@H]1CN([C@@H](C)CO)C(=O)c2cc(C#CC3CC3)cnc2O[C@H]1CN(C)C(=O)CC1CC1	3	26	-26	-0.2
C[C@H](CO)N1C[C@H](C)[C@H](CN(C)C(=O)c2ccncc2)Oc2cc(C3=CCCC3)ccc2S1(=O)=O	0	?	-22	1.8
C[C@H](CO)N1C[C@H](C)[C@H](CN(C)C(=O)C2CCCCC2)OCCCC[C@H](C)Oc2ccc(N(C)C)cc2C1=O	-5	100*	-15	3.3
CN(C)CC(=O)Nc1ccc2c(c1)[C@@H]1C[C@H](CC(=O)NCC3CC3)O[C@@H](CO)[C@@H]1O2	-1	-20	10	0.3
C[C@@H]1CN([C@H](C)CO)C(=O)Cc2cc(NC(=O)Nc3ccc(C(F)(F)F)cc3)ccc2O[C@H]1CN(C)S(=O)(=O)c1ccc(F)cc1	.	-2	-6	0.5
O=C(C[C@@H]1C[C@@H]2c3cc(NS(=O)(=O)c4ccc(F)cc4)ccc3O[C@@H]2[C@H](CO)O1)NC1CCCC1	.	-34	-13	-1.2
CO[C@H]1CN(C)C(=O)c2ccc(NC(=O)C3CCOCC3)cc2OC[C@@H](C)N(C(C)=O)C[C@H]1C	.	.	30	-0.4
COc1ccc2c3c([nH]c2c1)[C@H](CO)NCC31CN(C(=O)Nc2ccc3c(c2)OCO3)C1	-9	.	26	-0.5
C[C@H](CO)N1C[C@H](C)[C@H](CN(C)Cc2ccc(C(=O)O)cc2)OCCCC[C@H](C)Oc2ccc(NC(=O)Nc3cccc4ccccc34)cc2C1=O	1	29	9	1.3
CN(C)C(=O)C[C@@H]1CC[C@@H]2[C@H](COC[C@H](O)CN2CC2CCCC2)O1	7	-10	-9	-0.5
CN(C)CC(=O)N[C@H]1CC[C@@H](CCNC(=O)C2CC2)O[C@H]1CO	-2	.	28	-2.3
C[C@H]1CN([C@@H](C)CO)C(=O)Cc2cc(NC(=O)NC3CCCCC3)ccc2O[C@H]1CN(C)CC1CC1	3	-14	21	-0.9
C[C@@H]1CN([C@@H](C)CO)C(=O)Cc2cc(NC(=O)Cn3cnnn3)ccc2O[C@H]1CN(C)Cc1ccc(C(=O)O)cc1	3	9	15	3.5
